Screens from PubChem BioAssay.
C diff growth = C. difficile growth inhibitors, primary screen, HTS | Clostridium difficile clinical isolate growth, OD600, 24 h; active compounds read low | growth activity, negative = inhibition, % at 16 µg/mL (by protocol) | 86,000 tested, 0.25% active | AID 1259249, 2017;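 active = mean growth activity at or below -80% and every replicate also at or below -80%; inconclusive = mean at or below -80% but some replicate above -80%; inactive = mean growth activity above -80%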;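 also: 0% = DMSO wells and -100% = levofloxacin 16 µg/mL wells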
GASC1 inh = inhibitors of GASC-1 (KDM4C) histone demethylase, primary screen, biochemical, single concentration HTS; Lysine-specific demethylase 4C (Homo sapiens), Q9H3R0; GST-KDM4C 2-372, H3K9me3 peptide, LANCE TR-FRET; inhibition, % at 12.5 µM; 96,000 tested, 0.15% active;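 active = mean replicate inhibition above about 25%, with at least 55% of replicates also reaching it, limit read from the data, passing the limit was not always enough; inconclusive = only one of those two conditions met; inactive = neither condition met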
Target sequence (Q9H3R0 2-372 limits assumed): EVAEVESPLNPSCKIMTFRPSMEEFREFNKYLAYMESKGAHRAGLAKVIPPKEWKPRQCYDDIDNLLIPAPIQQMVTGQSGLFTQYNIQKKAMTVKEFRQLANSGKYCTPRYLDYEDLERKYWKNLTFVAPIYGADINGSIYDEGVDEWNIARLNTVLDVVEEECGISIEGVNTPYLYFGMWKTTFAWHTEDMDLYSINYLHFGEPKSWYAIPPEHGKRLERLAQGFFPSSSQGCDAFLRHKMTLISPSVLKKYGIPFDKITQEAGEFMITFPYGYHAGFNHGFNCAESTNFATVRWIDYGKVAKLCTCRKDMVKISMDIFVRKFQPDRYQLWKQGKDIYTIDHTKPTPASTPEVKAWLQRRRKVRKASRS
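System – N-terminal GST-fused human GASC-1 (KDM4C) fragment, residues 2-372 · Input – enzyme final amount 10 nM · Technique – LANCE TR-FRET, Eu antibody, ULight-streptavidin, EDTA, ex 340 nm, em 618/671 nm · Medium – HEPES buffer, pH 7.5, plus ascorbate · Incubation – enzyme reaction 30 min, then detection 60 min, both room temperature · Reagent – H3K9me3 peptide with Fe(II)/2OG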
Tcruzi prolif = T. cruzi intracellular proliferation inhibitors, primary screen, cell-based, beta-gal Tulahuen parasites, NIH3T3 host, luminescence; T. cruzi beta-gal in NIH3T3, GalScreen luminescence, 90 h; inhibition, % at 8.34 µM; 77,000 tested, 5.9% active;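 active = mean inhibition above about 93%, with at least 55% of replicates each passing it, limit read from the data, passing the limit was not always enough; inconclusive = only one of those two conditions holds; inactive = neither condition holds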
Pf Dd2 growth = P. falciparum Dd2 growth inhibitors, primary screen, SYBR Green fluorescence, single dose replicates; 94,000 tested, 2.3% active; activity change, % at 10 µM; 72 h; active compounds read low; in the data active = activity change below about -80%; inconclusive = no clear call, values can overlap the other calls
* marks the source's active call; other numbers are inactive results; ? = inconclusive; . = not tested or not shown; + = active, no number.

SMILES	C diff growth	GASC1 inh	Tcruzi prolif	Pf Dd2 growth
CS(=O)(=O)N1[C@@H](C#N)[C@H](c2ccc(C#CC3CC3)cc2)[C@@H]1CO	1.2	-5.4	66.2	-27.6
Cc1cccc(S(=O)(=O)N2CCCCN3[C@@H](CO)[C@@H](c4ccc(-c5ccccc5)cc4)[C@@H]3C2)c1	-0.7	.	64.0	?
CNC[C@H]1Oc2ccc(NC(=O)c3ccncc3)cc2C(=O)N([C@H](C)CO)C[C@H]1C	1.7	1.4	17.6	3.2
O=C(C1CC1)N1CC[C@@H]2[C@H]1c1cc(Br)ccc1N[C@@H]2CO	-1.9	17.2	-11.4	60.1
COc1ccc(NC(=O)N(C)C[C@@H]2Oc3ccc(NC(=O)CCN4CCOCC4)cc3CC(=O)N([C@@H](C)CO)C[C@H]2C)cc1	-1.0	-0.4	.	13.2
CCN1[C@@H]2Cn3c(ccc(C4=CCCCC4)c3=O)[C@H]1[C@@H](C(=O)NCc1ccccn1)[C@@H]2CO	0.7	1.0	-19.7	4.2
C[C@@H]1CN([C@@H](C)CO)C(=O)c2cccc(NS(=O)(=O)c3ccc(F)cc3)c2O[C@H]1CN(C)C(=O)NC1CCCCC1	5.0	-3.0	34.4	-31.3
C[C@H](CO)N1C[C@H](C)[C@H](CN(C)C(=O)Nc2ccc(C(F)(F)F)cc2)Oc2ccc(NC(=O)NC3CCCCC3)cc2CC1=O	-5.7	-1.1	54.6	-18.8
CC(C)CC#Cc1ccc2c(c1)O[C@H](CN(C)C(=O)C1CC1)[C@@H](C)CN([C@H](C)CO)S2(=O)=O	.	-0.6	85.7	-41.2
C[C@@H]1CN([C@@H](C)CO)C(=O)c2cc(NC(=O)Nc3ccc(C(F)(F)F)cc3)ccc2O[C@H]1CN(C)Cc1ccc(C(F)(F)F)cc1	14.9	2.0	3.4	42.2
CCC(=O)N[C@H]1C[C@@H]2O[C@@H](CO)CC[C@@H]2O[C@@H]1CCc1ccc(C#CCc2ccccc2)cc1	-15.1	.	.	-44.9
CC(C)NC(=O)Nc1ccc2c(c1)C(=O)N([C@H](C)CO)C[C@@H](C)[C@@H](CN(C)Cc1ccc(Oc3ccccc3)cc1)O2	-12.6	0.3	.	0.1
COc1ccc(S(=O)(=O)N(C)C[C@@H]2Oc3ccc(NS(=O)(=O)c4ccc(Cl)cc4)cc3C(=O)N([C@@H](C)CO)C[C@@H]2C)cc1	.	-2.6	23.1	-18.4
C[C@H](CO)N1C[C@H](C)[C@H](CN(C)S(=O)(=O)c2cn(C)cn2)OCCCC[C@H](C)Oc2ccc(NS(=O)(=O)c3ccc(F)cc3)cc2C1=O	-6.7	16.8	34.1	-0.4
C[C@@H]1CN([C@@H](C)CO)C(=O)c2cc(-c3cccc(C(=O)N(C)C)c3)cnc2O[C@@H]1CN(C)C(=O)Cc1ccccn1	-5.3	.	4.1	10.7
CC=Cc1ccc2n(c1=O)C[C@H]1[C@H](CO)[C@@H](C(=O)NCCCN(C)C)[C@@H]2N1C(=O)c1ccccc1F (mixture of isomers)	-0.5	5.4	+	.
C[C@H](CO)N1C[C@H](C)[C@@H](CN(C)Cc2ccc(Cl)c(Cl)c2)Oc2ccc(NC(=O)Cc3ccccc3)cc2C1=O	4.3	0.4	107.5	-13.1
N#Cc1ccc(-c2ccc([C@H]3[C@H]4CN(C(=O)C5CCCC5)CC(=O)N4[C@H]3CO)cc2)cc1	2.9	1.5	.	-0.1
CNC[C@H]1OCCCC[C@@H](C)Oc2ccc(NS(=O)(=O)c3ccc(F)cc3)cc2C(=O)N([C@@H](C)CO)C[C@@H]1C	-3.8	0.5	44.3	-36.3
C[C@H](O)C#Cc1ccc2c(c1)O[C@H](CN(C)CC1CC1)[C@@H](C)CN([C@@H](C)CO)S2(=O)=O	-7.3	0.9	10.5	-24.9
CC(=O)N[C@H]1C=C[C@H](CC(=O)NCC2CCCCC2)O[C@@H]1CO	-2.0	0.8	26.5	4.8
CCS(=O)(=O)NCC[C@@H]1CC[C@@H](NC(=O)C2CCOCC2)[C@H](CO)O1	-6.5	1.2	-6.0	-1.3
O=C(C1CCC1)N1CC2(C1)[C@@H](c1ccccc1)[C@@H](CO)N2C(=O)c1ccccn1	-2.0	4.8	.	9.0
COc1ccc(NC(=O)Nc2ccc3c(c2)[C@H]2C[C@@H](CC(=O)N4CCN(C)CC4)O[C@H](CO)[C@H]2O3)cc1	-5.4	0.2	50.4	16.1
COc1ccc(CN(C)C[C@@H]2Oc3c(NC(=O)C4CCCCC4)cccc3C(=O)N([C@@H](C)CO)C[C@@H]2C)cc1	13.1	-0.2	18.2	-4.3
CN1c2ccc(C3=CCCCC3)cc2[C@@H]2[C@@H](CCN2C(=O)Nc2ccccc2F)[C@@H]1CO	-0.1	1.3	90.2	-47.4
CO[C@H]1CC[C@H]2CCN(C)C(=O)[C@@H](C)[C@H](OC)CN(C)C(=O)c3cccc(C#N)c3OC[C@H]1O2	.	0.1	-28.7	33.0
CO[C@H]1CN(C)C(=O)c2cc(NC(=O)c3ccccc3)ccc2OC[C@H](C)N(C)C[C@@H]1C	2.6	-0.3	0.3	28.2
CCNC(=O)C[C@@H]1CC[C@H]2[C@@H](COc3ccc(NC(=O)c4cc(C)on4)cc3C(=O)N2C)O1	4.2	0.4	-10.5	4.5
C[C@@H]1CCCCO[C@H](CN(C)Cc2ccncc2)[C@@H](C)CN([C@H](C)CO)C(=O)c2cc(NC(=O)CCC(F)(F)F)ccc2O1	3.2	0.5	26.0	-2.9
CC(C)(C)[S@@](=O)N1Cc2cc(C(=O)N3CCOCC3)nc(-c3cccc(-c4ccc(C#N)cc4)c3)c2[C@H]1CCO	.	1.6	20.3	8.0
C[C@@H]1CCCCO[C@@H](CN(C)C(=O)CCC(F)(F)F)[C@H](C)CN([C@@H](C)CO)C(=O)c2cc(NS(=O)(=O)c3cccs3)ccc2O1	-2.2	4.8	33.9	4.2
CO[C@H]1CN(C)C(=O)c2ccc(NS(=O)(=O)c3c(C)noc3C)cc2OC[C@H](C)NC[C@H]1C	.	-2.2	4.7	0.3
N#Cc1ccc(-c2ccc3c(c2)[C@H]2[C@H](CCN2C(=O)C2CCCCC2)[C@H](CO)N3)cc1	-75.2	-1.5	-1.9	-42.7
C[C@@H]1CN([C@H](C)CO)C(=O)c2cc(C#Cc3ccccn3)cnc2O[C@@H]1CN(C)CC1CCOCC1	-2.2	-1.3	35.8	27.8
C[C@@H]1CN([C@H](C)CO)C(=O)c2cc(C#Cc3ccccc3)cnc2O[C@@H]1CN(C)C(=O)c1ccccn1	-2.3	1.3	52.9	-0.2

Single records (already shown):
C[C@@H]1CCCCO[C@H](CN(C)Cc2ccncc2)[C@@H](C)CN([C@H](C)CO)C(=O)c2cc(NC(=O)CCC(F)(F)F)ccc2O1 is entered as C diff growth = 3.2; GASC1 inh = 0.5; Tcruzi prolif = 26.0; Pf Dd2 growth = -2.9
C[C@@H]1CCCCO[C@@H](CN(C)C(=O)CCC(F)(F)F)[C@H](C)CN([C@@H](C)CO)C(=O)c2cc(NS(=O)(=O)c3cccs3)ccc2O1 is entered as C diff growth = -2.2; GASC1 inh = 4.8; Tcruzi prolif = 33.9; Pf Dd2 growth = 4.2

(further entries)
SMILES	C diff growth	GASC1 inh	Tcruzi prolif	Pf Dd2 growth
CN1CCN(C(=O)C[C@H]2C[C@H]3c4cc(NC(=O)C5CCOCC5)ccc4O[C@H]3[C@H](CO)O2)CC1	-0.1	-1.4	-9.5	10.1
CC(=O)N[C@H]1CC[C@@H](CCNC(=O)C2CC2)O[C@H]1CO	.	2.6	0.9	14.1
N#Cc1cccc(-c2ccc([C@@H]3[C@@H](CO)N4CCCCN(Cc5ccccc5F)C[C@H]34)cc2)c1	21.6	0.6	57.8	-28.4
C[C@@H]1CN([C@@H](C)CO)C(=O)Cc2cc(NS(=O)(=O)c3ccc(Cl)cc3)ccc2O[C@@H]1CN(C)Cc1ccc(C(=O)O)cc1	0.2	-1.7	27.8	-2.2
Cc1ccc(S(=O)(=O)N(C)C[C@@H]2Oc3ccc(NS(=O)(=O)c4ccc(Cl)cc4)cc3CC(=O)N([C@H](C)CO)C[C@@H]2C)cc1	42.4	0.6	60.6	-66.7
N#C[C@H]1[C@H](c2ccc(-c3cccc(F)c3)cc2)[C@H](CO)N1C(=O)NC1CCCCC1	-4.3	0.3	.	-29.4
C[C@@H]1CN([C@@H](C)CO)C(=O)c2cc(C#Cc3ccc(F)cc3)cnc2O[C@H]1CN(C)CC1CCOCC1	16.5	0.4	57.8	-64.9
COc1ccc(S(=O)(=O)Nc2ccc3c(c2)C(=O)N([C@H](C)CO)C[C@H](C)[C@@H](CN(C)S(=O)(=O)c2cccs2)O3)cc1	2.0	0.1	-4.9	-48.6
CC(=O)N1[C@@H]2c3ccc(-c4cccc(F)c4)c(=O)n3C[C@H]1[C@H](CO)[C@H]2C(=O)NCCCN(C)C	0.9	2.5	.	18.9
CO[C@@H]1CN(C)C(=O)c2ccc(NC(=O)C3CC3)cc2OC[C@H](C)N(Cc2ccc(F)cc2)C[C@H]1C	.	2.5	79.0	.
O=C(c1ccccc1)N1CC(=O)N2[C@H](C1)[C@H](c1ccc(C#CC3CC3)cc1)[C@@H]2CO	-9.4	-1.0	.	-4.9
C[C@@H]1CN([C@@H](C)CO)C(=O)c2cc(NC(=O)Cn3cnnn3)ccc2O[C@H]1CN(C)S(C)(=O)=O	-1.4	0.9	-12.0	-2.8
CC(C)NC(=O)Nc1ccc2c(c1)C(=O)N(C)[C@H]1CC[C@H](CC(=O)Nc3ccccc3)O[C@@H]1CO2	-2.7	-0.7	36.9	-6.1
C[C@@H]1CN([C@H](C)CO)C(=O)c2cc(C3=CCCC3)cnc2O[C@@H]1CN(C)C(=O)Nc1ccc(F)cc1	1.4	-0.5	15.9	19.7
CCCNC(=O)N1CC2(CN(CC3CCOCC3)C2)c2c([nH]c3cc(OC)ccc23)[C@@H]1CO	-10.5	2.5	.	-8.9
C[C@@H]1CN([C@@H](C)CO)S(=O)(=O)c2ccc(C#CCN(C)C)cc2O[C@H]1CN(C)S(C)(=O)=O	8.9	-1.1	-0.2	.
O=C(C1CCCC1)N1CC(=O)N2[C@H](C1)[C@H](c1ccc(C#CC3CCCC3)cc1)[C@@H]2CO	-5.7	-2.2	.	-7.2
CC(C)C#Cc1ccc([C@H]2[C@@H](C#N)N(C(=O)C3CC3)[C@@H]2CO)cc1	-2.6	-0.5	79.2	7.0
OC[C@@H]1[C@@H](c2ccc(-c3ccc(F)cc3)cc2)[C@H]2CN(Cc3ccncc3)CCCCN12	-0.4	3.4	76.8	-48.3
COc1ccc2c3c([nH]c2c1)[C@@H](CO)N(C(C)=O)CC31CCN(Cc2ccccc2Cl)CC1	-0.3	0.3	.	-38.2
C[C@H](CO)N1C[C@H](C)[C@H](CN(C)C(=O)CCC(F)(F)F)OCCCC[C@H](C)Oc2ccc(NS(=O)(=O)c3cccs3)cc2C1=O	8.7	-1.4	42.8	-2.9
O=C(Nc1ccccc1F)N[C@@H]1CC[C@@H](CCNS(=O)(=O)c2ccccc2)O[C@@H]1CO	-2.6	-1.7	-57.7	-23.8
COc1cccc(NC(=O)N(C)C[C@H]2Oc3ncc(C#Cc4ccccc4)cc3C(=O)N([C@H](C)CO)C[C@H]2C)c1	2.9	.	95.5	-32.3
Cc1ccc(S(=O)(=O)NCC[C@H]2CC[C@H](NC(=O)C3CCOCC3)[C@@H](CO)O2)cc1	0.7	1.8	-24.1	-7.3
CO[C@H]1CN(C)C(=O)c2ccc(NC(=O)C3CCCCC3)cc2OC[C@H](C)N(C)C[C@H]1C	-0.6	-0.7	10.8	-6.2
COCC(=O)Nc1ccc2c(c1)OC[C@H](C)N(C(=O)c1ccccn1)C[C@H](C)[C@H](OC)CN(C)C2=O	0.4	-1.9	-13.1	3.0
COc1ccccc1C#Cc1cnc2c(c1)C(=O)N([C@@H](C)CO)C[C@H](C)[C@H](CN(C)C)O2	5.6	29.3*	74.9	-25.1
Cc1noc(C)c1NC(=O)N(C)C[C@H]1OCCCC[C@@H](C)Oc2ccc(N(C)C)cc2C(=O)N([C@H](C)CO)C[C@@H]1C	-0.7	-0.9	41.6	.
C[C@H]1CN([C@@H](C)CO)S(=O)(=O)c2ccc(C#CC3CC3)cc2O[C@H]1CN(C)C(=O)Cc1ccncc1	1.9	1.4	90.3	-67.9
O=C(Cc1cccnc1)N[C@@H]1CC[C@H](CCNS(=O)(=O)c2ccccc2Cl)O[C@H]1CO	-6.7	0.3	26.4	-14.8
C[C@@H]1CN([C@@H](C)CO)C(=O)c2cc(N(C)C)ccc2O[C@@H](C)CCCCO[C@@H]1CN(C)C(=O)CCCN(C)C	-4.5	0.0	17.2	19.9
